High-throughput results (PubChem)
GAA inhib: inhibitors of human lysosomal alpha-glucosidase | 0.005% of 200,000 active | Potency, µM (titrated, usually from 76.9 µM), inactives show top-dose activity change, negative = inhibition, most hits filed as inhibitors | purified human GAA, 4-MU-alpha-glucoside fluorescence | P10253;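 further: plate controls were uninhibited enzyme wells for no effect and no-enzyme background for full effect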
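Activity normalized between no-enzyme (basal) and enzyme-only wells. Conditions: 4 nM human enzyme, 400 uM fluorogenic substrate, citrate/phosphate pH 5.0 with Tween-20, 20 min room temperature, compounds up to 77 uM.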
Tau ThT inhib: inhibitors of human tau fibril formation, thioflavin T binding; P10636; recombinant tau K18 P301L, heparin-induced fibrillization, ThT fluorescence; Potency, µM (doses to about 57.4 µM), inactives show at the highest dose activity, negative = inhibition, hits mostly inhibitors; 2.1% of 270,000 active; AID 1460; further: on the % scale 0 is the no-effect control and ±100 the full control effect; nearly all actives have a fitted effect of over 55% in size
Target sequence (P10636 561-689 P618L limits assumed): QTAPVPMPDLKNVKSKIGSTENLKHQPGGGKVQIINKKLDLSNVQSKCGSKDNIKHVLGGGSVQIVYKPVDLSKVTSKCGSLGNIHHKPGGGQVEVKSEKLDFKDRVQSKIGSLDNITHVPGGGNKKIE
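Tau K18 P301L fragment (15 uM unlabeled plus 0.24 uM Alexa 594-labeled) in 100 mM sodium acetate pH 7 with compound, fibrillization induced by 20 uM heparin for 6 hr at 37 C. Thioflavin T (30 uM) added, fluorescence read after 1 hr (ex 450, em 510 nm).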
GAA glycogen mod: GAA glycogen-cleavage inhibition or activation. P10253. recombinant GAA, glycogen substrate, Amplex Red glucose oxidase fluorescence. Potency, µM (highest dose often 76.4 µM), for the others: at the highest dose activity change, negative = inhibition, most hits filed as inhibitors. 0.38% of 300,000 active. AID 2100;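 further: 0% = full enzyme reaction and -100% = no-enzyme basal signal; the screen sought inhibitors and activators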
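Recombinant enzyme (4 nM final) with compounds titrated up to 77 uM and bovine liver glycogen (30 ug) in citrate pH 5.0, 0.01% Tween-20, 37 C 40 min. Released glucose detected by Amplex Red/glucose oxidase (Ex 573/Em 610); AC50 from Hill fits.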
Tau fibril FP: tau fibrillization inhibition (FP); P10636; K18 P301L tau heparin fibrillization, Alexa594 FP, 6 h; Potency, µM (titrated, usually from 57.7 µM), for inactives: at the highest dose activity, negative = inhibition, actives largely listed as inhibitors; 0.39% of 280,000 active; further: on the % scale 0 is the no-effect control and ±100 the full control effect; nearly all actives have a fitted effect of over 55% in size
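Read-out: fluorescence polarization of Alexa 594-labeled tau (0.24 uM), 555 nm excitation, 632 nm emission. Mixtures held 15 uM unlabeled K18 P301L, compound and 20 uM heparin, pH 7 acetate buffer, incubated 6 hr at 37 C.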
GAA spleen mod: inhibits or activates alpha-glucosidase in human spleen homogenate. human spleen homogenate, 4-MU-alpha-glucoside fluorescence. Potency, µM (titrated, usually from 79.9 µM), inactives show top-dose activity change, negative = inhibition, actives largely listed as inhibitors. 0.006% of 240,000 active;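 further: 0% = enzyme with vehicle and -100% = no enzyme basal signal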
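Compounds were titrated against alpha-glucosidase in spleen homogenate at pH 5.0, with 1 mM 4-methylumbelliferyl substrate for 40 min at 37 C. Reactions were quenched with pH 10 NaOH/glycine and fluorescence measured.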
aGal spleen mod: inhibitors or activators of human alpha-galactosidase in spleen homogenate; human spleen homogenate, 4MU-alpha-Gal fluorescence, 40 min; P06280; AID 2107; 0.008% of 240,000 active; Potency, µM (series often up to 80 µM), without a hit: at the top dose activity change, negative = inhibition, hits mostly inhibitors;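 further: 0% = enzyme with vehicle and -100% = no enzyme basal signal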
Target sequence (P06280 32-429 limits assumed): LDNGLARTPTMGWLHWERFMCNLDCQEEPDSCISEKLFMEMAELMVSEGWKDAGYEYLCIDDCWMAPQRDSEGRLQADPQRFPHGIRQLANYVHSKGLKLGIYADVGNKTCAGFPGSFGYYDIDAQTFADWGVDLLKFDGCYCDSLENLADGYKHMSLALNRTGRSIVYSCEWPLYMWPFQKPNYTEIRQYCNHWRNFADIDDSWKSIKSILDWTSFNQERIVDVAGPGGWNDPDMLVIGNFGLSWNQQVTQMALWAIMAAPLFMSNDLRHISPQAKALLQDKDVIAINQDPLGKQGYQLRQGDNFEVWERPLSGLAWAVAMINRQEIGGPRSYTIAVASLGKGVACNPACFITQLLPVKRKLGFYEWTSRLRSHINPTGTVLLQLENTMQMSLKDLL
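qHTS titration in buffer at pH 5.0. Alpha-galactosidase activity in spleen homogenate was measured via 4-methylumbelliferone release from 1 mM fluorogenic substrate after 40 min at 37C and a pH 10 stop. AC50 came from Hill fits of control-normalized data.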
Tau fluor counter: counter-screen for tau fibril formation inhibitors; Potency, µM (doses to about 57.7 µM), inactives show at the top dose activity change, negative = decrease; 0.93% of 280,000 active; tau K18 P301L Alexa594 fluorescence, heparin fibrillization; further: on the % scale 0 is the no-effect control and ±100 the full control effect; nearly all actives have a fitted effect of over 55% in size
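Human tau K18 P301L (15 uM unlabeled, 0.24 uM Alexa 594-labeled) in 100 mM sodium acetate pH 7 with 20 uM heparin, 6 hr at 37 C. ThT 30 uM added, 1 hr ambient; Alexa 594 FP and total fluorescence read at 555/632 nm.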
HTT cytoprotect: Huntington cell model cytoprotection by ATP luminescence. PC12 HTT-Q103 induced, cytoprotection, ATP luminescence, 40 h. 0.14% of 230,000 active. AID 1471. Potency, µM (doses to about 56.4 µM), without a hit: cytoprotection (ATP increase), hits mostly activators;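 further: % of control where 0% means no effect; nearly all actives have a fitted effect of over 45% in size; toxic huntingtin expression switched on by the ecdysone agonist tebufenozide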
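PC12 cells stably carrying ecdysone-inducible Htt exon 1 (Q103)–GFP were induced with 100 nM tebufenozide (final) alongside library compounds in a dose series. Cytoprotection was scored as retained ATP by ATPlite luminescence.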
The depositor's hits bear a star; ? = inconclusive; . = no result given; [ ] = remark or other dose. The call rests on the fitted dose curve; in most records, active means well fitted curve in the direction sought with a large enough effect; inconclusive means small, poorly fitted or top-dose-only effect, or another doubt; inactive means no such curve, though single readings can be large; an effect the other way counts as inactive or inconclusive. Potency means the concentration at half of the fitted maximal effect.

Start of the listing, in advance, 2 compounds:
SMILES	GAA inhib	Tau ThT inhib	GAA glycogen mod	Tau fibril FP	GAA spleen mod	aGal spleen mod	Tau fluor counter	HTT cytoprotect
CC(C)NC(=O)C1CCN(C(=O)C(C(=O)c2ccccc2)n2cc(Cl)ccc2=O)CC1 (stereo unspecified)	2%	-4%	-10%	-2%	-4%	-2%	3%	11%
Cc1sc(NC(=O)CN(CCc2ccccc2)C(=O)C2CC2)c(C(N)=O)c1C	5%	-14%	13%	-8%	3%	-3%	-25%	8%[10 µM]

Main list, from the first entry:
SMILES	GAA inhib	Tau ThT inhib	GAA glycogen mod	Tau fibril FP	GAA spleen mod	aGal spleen mod	Tau fluor counter	HTT cytoprotect
CC(C)NC(=O)C1CCN(C(=O)C(C(=O)c2ccccc2)n2cc(Cl)ccc2=O)CC1 (stereo unspecified)	2%	-4%	-10%	-2%	-4%	-2%	3%	11%
Cc1sc(NC(=O)CN(CCc2ccccc2)C(=O)C2CC2)c(C(N)=O)c1C	5%	-14%	13%	-8%	3%	-3%	-25%	8%[10 µM]
COc1ccc(C2C(C(N)=O)=C(C)Nc3nc(-c4ccccc4OC)nn32)cc1OC (stereo unspecified)	-2%	-7%	-16%	1%	-4%	-8%	-2%	-18%
COc1ccc(CCNC(=O)C(=O)NCc2ccccc2)cc1OC	8%	-3%	8%	-3%	-4%	1%	2%	-71%[inhibitor]
Cc1cc(C)n2cc(-c3ccc(Cl)cc3)c(C(=O)O)c2n1	1%	?	12%	10%	4%	1%	-6%	-65%[inhibitor]
CCOC(=O)c1cnc(N2CCN(C(=O)OCC)CC2)[nH]c1=O	3%	?	4%	-10%	-3%	-6%	-6%	-34%
CC(C(=O)N1CCCC1)c1ccc([N+](=O)[O-])cc1 (stereo unspecified)	9%	-2%	7%	4%	9%	12%	-5%	4%
O=C(CCc1ccccc1)Nc1ncc2c(n1)CCCC2=O	-5%	-7%	-9%	6%	4%	4%	0%	4%[0.074 µM]
CS(=O)(=O)c1ccc(CNC(=O)[C@@H]2C[C@H]2[C@@H](NP(=O)(c2ccccc2)c2ccccc2)c2ccccc2)cc1	.	-8%	.	5%	2%	8%	4%	-55%[inhibitor]
Cc1nn(C)c(Cl)c1CN1CCN(CCC(C)C)C(CCO)C1 (stereo unspecified)	.	-8%	7%	-1%	-5%	9%	-6%	-2%[10 µM]
COC(=O)c1ccccc1NS(=O)(=O)c1cc2c(cc1C)N(C)CCO2	.	-17%	-1%[76.3 µM]	-8%	.	.	-16%	.
O=C(CCCN1C(=O)c2ccccc2C1=O)NCCCN1CCOCC1	4%	-10%	1%	2%	3%	2%	-8%	-8%[10 µM]
COc1ccc(-c2ccc(CNCCCSc3nnnn3C)o2)cc1Cl	.	-13%	-5%[76.3 µM]	1%	.	.	-8%	.
COc1ccccc1N1CCN(C(=O)c2cc3c(s2)CCC3)CC1	-4%	?	5%	?	4%	12%	-22%	7%
COc1ccc(NC(=O)Cn2c(=O)n(Cc3ccco3)c(=O)c3sc4ccccc4c32)c(OC)c1	.	-3%	9%[76.3 µM]	-17%	.	.	-18%	.
CCOc1ccccc1NC(=O)C1CCN(C(=O)NCc2ccccc2)CC1	-2%	-8%	4%	-13%	-4%	-1%	-8%	10%[1.9 µM]
CCO/N=C(/c1nonc1N)N1CCN(c2ccc([N+](=O)[O-])cc2)CC1	-1%	?	-32%	5%	-10%	8%	-14%	-28%
Cc1onc(-c2ccccc2Cl)c1C(=O)N1CC(C)OC(C)C1 (stereo unspecified)	-14%	-6%	4%	2%	4%	2%	4%	5%
CCC(CCC(C)C1CCC2C3CCC4CC(O)CC[C@@]4(C)C3CC[C@@]12C)C(C)C (stereo partly specified)	.	-1%	.	2%	-5%	6%	1%	.
O=c1[nH]c(=S)[nH]nc1Cc1ccccc1	-3%	15%	9%	0%	7%	6%	13%	-15%[0.074 µM]
OC(COc1c(F)cc(Br)cc1F)CN1CCN(c2ccc(F)cc2)CC1 (stereo unspecified)	-7%	?	2%	9%	-5%	0%	-22%	-37%
O=C(NCCCN1CCOCC1)C1(c2ccccc2)CCOCC1	2%	-2%	-2%	-6%	2%	-4%	-3%	-10%
O=C(Nc1ccc(F)cc1)C(c1ccccc1)N1CCN(S(=O)(=O)c2ccc3ccccc3c2)CC1 (stereo unspecified)	-5%	-4%	-4%	?	-10%	-4%	-14%	-3%[10 µM]
COCCN(Cc1cc2cc(C)ccc2n2nnnc12)C(=S)Nc1ccccc1C	6%	-8%	?	-1%	-6%	3%	-20%	-94%[inhibitor][10 µM]
Cc1ccc(CNC(=O)CCCNS(=O)(=O)c2cccc3nonc23)cc1	-6%	7%	-7%	9%	5%	8%	-1%	25%

The closing five records of the part before come first, to join the parts.
SMILES	GAA inhib	Tau ThT inhib	GAA glycogen mod	Tau fibril FP	GAA spleen mod	aGal spleen mod	Tau fluor counter	HTT cytoprotect
OC(COc1c(F)cc(Br)cc1F)CN1CCN(c2ccc(F)cc2)CC1 (stereo unspecified)	-7%	?	2%	9%	-5%	0%	-22%	-37%
O=C(NCCCN1CCOCC1)C1(c2ccccc2)CCOCC1	2%	-2%	-2%	-6%	2%	-4%	-3%	-10%
O=C(Nc1ccc(F)cc1)C(c1ccccc1)N1CCN(S(=O)(=O)c2ccc3ccccc3c2)CC1 (stereo unspecified)	-5%	-4%	-4%	?	-10%	-4%	-14%	-3%[10 µM]
COCCN(Cc1cc2cc(C)ccc2n2nnnc12)C(=S)Nc1ccccc1C	6%	-8%	?	-1%	-6%	3%	-20%	-94%[inhibitor][10 µM]
Cc1ccc(CNC(=O)CCCNS(=O)(=O)c2cccc3nonc23)cc1	-6%	7%	-7%	9%	5%	8%	-1%	25%
CC1(C)Oc2ccc(C(=O)N3CCCCC3)cc2N(CC(=O)NCc2ccccc2)C1=O	-21%	4%	6%	7%	1%	12%	-1%	-5%[10 µM]
Fc1ccccc1-c1nc(N2CCCCC2)c2ccccc2n1	3%	-6%	13%	-10%	-4%	3%	-11%	28%[10 µM]
CCOC(=O)c1c(NC(=O)C(C)Sc2cn(C)c3ccccc23)sc2c1CCC2 (stereo unspecified)	3%	-19%	-8%	-11%	1%	-2%	-19%	.
CN(CCC#N)C(=O)COC(=O)c1ccc2[nH]c3c(c2c1)CCCC3	-2%	-9%	2%	-1%	2%	-10%	-20%	-20%
CCC(CC)C(=O)N1CCN(c2ccccc2)CC1	9%	-5%	-9%	1%	0%	1%	-2%	12%[10 µM]
Cc1[nH]c2ccccc2c1CCC(N)=O	-7%	-10%	9%	-10%	-3%	-2%	-5%	?
COc1cc(C(=O)OCC(=O)NC2CCS(=O)(=O)C2)ccc1OCc1c(C)noc1C (stereo unspecified)	0%	4%	7%	-5%	-5%	-1%	0%	11%[10 µM]
O=C1/C(=N\S(=O)(=O)c2cccs2)C([n+]2ccccc2)=C([O-])c2ccccc21	.	?	2%	?	10%	6%	?	2%[10 µM]
CNC(=O)c1ccc(NC(=O)COc2ccc(-c3nn(C)c(=O)c4ccccc34)cc2)cc1	.	-8%	-1%[76.3 µM]	?	.	.	-15%	.
C=CCN(c1ccccc1C(=O)NCC(=O)O)S(=O)(=O)c1ccc(C)cc1	-1%	0%	3%	1%	10%	12%	-6%	11%[10 µM]
NS(=O)(=O)c1cccc(NC(=O)COC(=O)C2CCN(S(=O)(=O)c3cccs3)CC2)c1	.	5%	-5%	-12%	-3%	4%	-3%	19%[10 µM]
O=C(c1cccc(Cl)c1)N1CCn2c1nc1ccccc12	8%	-4%	-2%	-5%	-1%	-2%	-4%	27%[10 µM]
Cc1nn(-c2ccccc2)c(N2CCCC2)c1/C=C1\N=C(c2ccc(F)cc2)OC1=O	9%	2%	-6%	3%	0%	3%	-1%	-7%[10 µM]
Cc1nc(N2CCOCC2)nc(OC(C)C)c1[N+](=O)[O-]	-1%	4%	-6%	-6%	-11%	2%	-3%	10%[10 µM]
COC(=O)c1cc2oc(C)cc2n1Cc1cccc(Cl)c1	.	?	10%[76.3 µM]	-13%	.	.	-11%	.
COc1cccc(/C=N/NC(=O)CC2C(=O)NN=C2C)c1O (stereo unspecified)	7%	-19%	-17%	15%	4%	4%	0%	3%
O=c1c2ccccc2nc(-c2ccc(Cl)c(Cl)c2)n1O	2%	-4%	10%	5%	3%	2%	-2%	-1%[10 µM]
CC(C)NC(=O)NC(=O)CSc1nncn1C	3%	8%	9%	-1%	0%	-9%	-1%	-18%
